# Fam108B inh – mouse Fam108B serine hydrolase inhibitors, primary screen, counter-screen for RBBP9 inhibitor project, biochemical, fluorescence polarization | inhibition, % at 9.51 µM | 300,000 tested, 0.33% active | recombinant Fam108B, FP-Rh probe fluorescence polarization | AID 1947, 2009;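 active = inhibition above the screen mean inhibition plus 3 SD, computed separately per campaign, cut at about 18% in these data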;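 note: inhibitors lower polarization as less probe binds the enzyme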
# GSTO1 inh – inhibitors of recombinant GSTO1, primary screen, counter-screen for RBBP9 inhibitor project, biochemical, fluorescence polarization; activity-based probe fluorescence polarization; inhibition, % at 5.96 µM; 300,000 tested, 1.1% active;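 active = inhibition above the campaign mean inhibition plus 3 SD, cut at about 35% in these data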;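 note: 0% = GSTO1-1 with DMSO and 100% = wells lacking GSTO1-1 enzyme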
# PAD4 FP inh – human PAD4 inhibitors, primary screen, biochemical, fluorescence polarization, 1536-well format; Protein-arginine deiminase type-4 (Homo sapiens), Q9UM07; recombinant PAD4, RCA probe fluorescence polarization; inhibition, % at 6.36 µM; 330,000 tested, 0.41% active; AID 485272, 2010;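 active = percent inhibition above a cutoff equal to the mean of all tested compounds plus 3 SD, cut at about 15% in these data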;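 note: 0% = PAD4 with RCA probe and DMSO and 100% = probe without PAD4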
# Target sequence (Q9UM07 whole entry, looked up): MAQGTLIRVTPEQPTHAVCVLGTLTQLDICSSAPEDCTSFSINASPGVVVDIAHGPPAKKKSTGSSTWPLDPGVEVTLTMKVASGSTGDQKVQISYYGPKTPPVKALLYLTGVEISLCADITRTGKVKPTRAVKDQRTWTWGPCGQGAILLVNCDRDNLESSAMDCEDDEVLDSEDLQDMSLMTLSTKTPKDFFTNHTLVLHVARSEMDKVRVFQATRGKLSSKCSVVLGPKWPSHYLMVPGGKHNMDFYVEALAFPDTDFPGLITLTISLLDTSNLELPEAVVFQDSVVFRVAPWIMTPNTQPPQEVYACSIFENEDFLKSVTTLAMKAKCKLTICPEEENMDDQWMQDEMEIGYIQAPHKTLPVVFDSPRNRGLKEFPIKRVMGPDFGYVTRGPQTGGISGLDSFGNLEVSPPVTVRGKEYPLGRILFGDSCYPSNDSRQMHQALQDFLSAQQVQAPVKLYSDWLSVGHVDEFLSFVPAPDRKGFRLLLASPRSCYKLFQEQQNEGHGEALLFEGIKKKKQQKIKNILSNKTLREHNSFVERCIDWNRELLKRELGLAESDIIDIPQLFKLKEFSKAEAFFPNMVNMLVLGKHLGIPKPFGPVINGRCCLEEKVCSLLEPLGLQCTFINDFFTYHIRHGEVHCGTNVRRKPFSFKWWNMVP
# Bcl-xL primary – inhibitors of human Bcl-xL, primary screen, biochemical, fluorescence polarization, HTS; GST-Bcl-xL / FITC-Bim BH3 peptide fluorescence polarization; inhibition, % at 10.9 µM; 320,000 tested, 0.7% active; Bcl-2-like protein 1 (Homo sapiens), Q07817;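 active = inhibition above the mean of all tested compounds plus 3 SD, cutoff set per campaign, cut at about 30% in these data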;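 note: 0% = DMSO wells and 100% = unlabeled Bim-BH3 peptide competitor; inhibitors lower millipolarization by displacing the labeled peptide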
# MCL1 BIM primary – inhibitors of MCL1 binding to BIM-BH3, primary screen, biochemical, fluorescence polarization; Induced myeloid leukemia cell differentiation protein Mcl-1 (Homo sapiens), Q07820; GST-MCL1 / FITC-Bim-BH3 fluorescence polarization; inhibition, % at 10.9 µM; 320,000 tested, 0.68% active; AID 2057, 2009;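 active = inhibition above the mean inhibition of all tested compounds plus 3 SD, set per campaign, cut at about 40% in these data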;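 note: 0% = DMSO wells and 100% = unlabeled Bim-BH3 peptide control; higher means more loss of mP so more displacement of Bim peptide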
# GLD-1 TGE inh – GLD-1/TGE RNA complex disruptors, primary screen, biochemical, fluorescence polarization; purified GLD-1 + fluorescein TGE RNA; inhibition, % at 5.96 µM; 320,000 tested, 0.44% active;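 active = percent inhibition above a per-plate cutoff, the plate mean of test compounds plus 3 SD, cut at about 30% in these data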;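 note: 0% = DMSO wells with GLD-1 and probe and 100% = wells lacking GLD-1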
# Target sequence (Q17339 whole entry, looked up): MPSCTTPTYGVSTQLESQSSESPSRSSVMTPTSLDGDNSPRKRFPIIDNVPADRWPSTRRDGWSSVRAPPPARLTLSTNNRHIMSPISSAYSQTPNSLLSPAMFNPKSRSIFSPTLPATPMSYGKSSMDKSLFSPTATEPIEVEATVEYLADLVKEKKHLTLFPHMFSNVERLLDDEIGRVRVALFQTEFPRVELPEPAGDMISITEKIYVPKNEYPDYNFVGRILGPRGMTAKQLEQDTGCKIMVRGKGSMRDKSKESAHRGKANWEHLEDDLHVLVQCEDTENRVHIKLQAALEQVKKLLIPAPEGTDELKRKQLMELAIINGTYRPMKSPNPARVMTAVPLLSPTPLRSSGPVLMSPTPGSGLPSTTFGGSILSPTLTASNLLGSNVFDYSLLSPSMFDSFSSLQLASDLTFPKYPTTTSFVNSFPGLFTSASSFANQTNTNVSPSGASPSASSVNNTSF
# TPT1 inh – Candida albicans TPT1 enzyme inhibitors, primary screen, biochemical, fluorescence polarization; tRNA 2'-phosphotransferase TPT1 (Candida albicans SC5314); recombinant caTPT1, FP RNA substrate dephosphorylation; inhibition, % at 5 µM; 300,000 tested, 0.81% active; AID 1962, 2009;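 active = inhibition above the mean of all tested compounds plus 3 SD, set per screening campaign, cut at about 24% in these data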;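 note: plate controls were DMSO alone for no effect and ferristatin control at 100 nM for full effect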
# MEX-5 binding – MEX-5 zinc finger RNA-binding disruptors – biochemical, C. elegans, fluorescence polarization, MLPCN library, primary screen. MEX-5/FITC-TCR2 RNA binding; active compounds read low. AID 1832, 2009. 300,000 tested, 0.38% active. Zinc finger protein mex-5 (Caenorhabditis elegans), Q9XUB2. activity score (negative = inhibition of binding), % at 10 µM;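 active = inhibition past about -25% in most replicates, and total fluorescence under double the plate's negative control median, limit read from the data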;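 note: 0% = DMSO and -100% = 5 µM competing unlabeled TCR2 RNA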
# PME-1 inh – PME-1 inhibitors via competitive probe labeling, primary screen, biochemical, fluorescence polarization, FP-Rh probe, HTS; inhibition, % at 5.9 µM; recombinant PME-1; Protein phosphatase methylesterase 1 (Homo sapiens), Q9Y570; 320,000 tested, 0.53% active; AID 2130, 2009;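 active = inhibition above the campaign mean of all compounds plus 3 SD, cut at about 26% in these data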;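 note: competitive labeling of PME-1 active site by serine hydrolase directed probe; 0% = PME-1 with DMSO and 100% = wells lacking PME-1 enzyme; inhibitors block probe labeling so polarization falls and inhibition rises; many of its hits are not listed in these tables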
# An asterisk follows results filed as active; · = no result given. Not all compounds are listed (hit frequency here may not be typical).
cpd	molecule	Fam108B inh	GSTO1 inh	PAD4 FP inh	Bcl-xL primary	MCL1 BIM primary	GLD-1 TGE inh	TPT1 inh	MEX-5 binding	PME-1 inh
1	COc1ccccc1NC(=O)c1cc2c(CO)cnc(C)c2oc1=Nc1ccccc1	0	-1	-1	-8	-4	1	-1	0.5	-3
2	CC(C)OC(=O)Nc1ccc2c(c1)N(C(=O)CCN1CCOCC1)c1ccccc1CC2	2	11	3	0	-1	2	-1	-0.4	-3
3	CCOc1ccc(-c2nnc(SCC(=O)Nc3cc(C)on3)o2)cc1	-4	-1	-5	-3	-3	-4	1	0.1	-2
4	Cc1ccc(-c2noc(CCCC(=O)N3CCOCC3)n2)cc1	2	-2	4	4	-6	6	-1	-3.0	-7
5	O=c1c2c(n3cnnc3n1-c1ccccc1)-c1ccccc1CC21CCCCC1	-3	-11	-5	9	0	-2	3	2.1	-4
6	Cc1ccc(N2CCN(C(=O)c3ccccc3)CC2)c(C)c1	1	12	1	6	8	4	-3	2.5	4
7	CCOc1ccc(C(=S)N2CCOCC2)cc1OCC	-1	-2	1	5	1	5	1	-1.0	-2
8	CC(Oc1cc(-c2ccccc2)cc2ccccc12)C(=O)N1CCOCC1 (configuration not stated)	1	-3	-6	4	8	2	5	-2.3	7
9	N#C/C(=C/c1ccccc1[N+](=O)[O-])c1nc(C2CC2)cs1	-2	1	1	8	13	-4	0	-0.7	2
10	CCOC(=O)C1CCN(C(=O)COc2ccc(Br)cc2)CC1	-2	2	-4	7	7	-1	-2	1.5	-5
11	CCCCN(CC)CCNC(=O)c1cc2c(-c3ccc(Cl)cc3)nn(C)c2s1	-16	-4	-1	-4	-1	1	2	1.2	-11
12	CCC(=O)Nc1nc2nc(C)cc(=O)n2[nH]1	0	0	3	4	8	-1	-2	-0.4	-2
13	CCN(CC)C(=O)c1c(NC(=O)c2ccccc2)sc(C)c1C	4	0	6	0	5	5	-2	1.6	0
14	COc1ccc(NC(=O)/C(C#N)=C\c2cc(C)n(-c3ccc4c(c3)OCO4)c2C)cc1	-9	-4	4	6	-4	-7	2	1.6	-7
15	COc1cc(C(=O)N/N=C\c2ccccc2)c([N+](=O)[O-])c(OC)c1OC	-1	8	-6	6	15	-2	1	-1.5	-8
16	O=C(NCc1ccco1)C1CCCN(S(=O)(=O)c2ccccc2)C1 (configuration not stated)	4	12	1	-1	5	6	-3	-1.9	-2
17	O=C(CSCc1ccccc1)N1CCN(c2cccc(C(F)(F)F)c2)CC1	-2	9	-1	3	2	6	-2	0.2	1
18	O=C(CSc1ccc(-c2ccco2)nn1)NCc1ccc2c(c1)OCO2	-2	0	1	7	12	0	2	2.6	4
19	COc1ccc(C(=O)NCc2nnc(SCC(=O)c3ccccc3)n2C)cc1	-2	16	-3	-12	-2	-10	-1	-1.4	2
20	COc1ccc(NC(=O)COC(=O)[C@@H]2CCCN2S(=O)(=O)c2ccccc2F)c(OC)c1	-2	1	-2	4	-1	14	0	1.2	7
21	CC1Oc2ccccc2N(Cc2ccc(F)cc2)C1=O (configuration not stated)	-1	-2	-1	-3	1	-6	0	0.6	3
22	Cc1ccc(S(=O)(=O)N2CCC(=O)N(C(CO)C(C)C)CC2)cc1 (configuration not stated)	4	1	1	6	8	-1	-1	-2.4	-3
23	O=c1c(-c2ccc3c(c2)OCCO3)coc2cc(O)cc(O)c12	-5	11	-1	1	-4	8	4	-0.1	-5
24	CC(C)(C)c1ccc(Oc2ccc(NC(=O)c3cccs3)cn2)cc1	-28	-29	0	5	7	11	-2	-1.5	-38
25	Cc1ccc2nc(SCc3cn4c(C)cc(C)nc4n3)[nH]c2c1	1	3	1	2	3	3	-4	20	-5
26	COc1ccc(NC(=O)C2CCN(c3cc(-c4ccccc4)nc4ncnn34)CC2)cc1OC	1	0	0	2	-8	4	-2	·	0
27	Cc1ccccc1-n1ncc2c(SCC(=O)N3c4ccccc4CC3C)ncnc21 (configuration not stated)	5	-2	-2	3	7	4	-2	-1.9	0
28	CC1=C(N2CCN(c3ncccn3)CC2)CCC1=O	2	-2	-4	0	-2	8	0	-2.4	1
29	CC(C)CN(C(=O)COC(=O)/C=C/c1ccccc1)C1CCS(=O)(=O)C1 (configuration not stated)	·	·	1	6	2	3	·	·	3
30	Cc1ccc(CN2CCN(Cc3cccn3-c3ccccn3)CC2CCO)cc1 (configuration not stated)	1	0	-6	1	2	3	-2	-0.1	-3
31	CC(C)c1nnc(NC(=O)CCC(=O)N2CCN(c3ccccc3F)CC2)s1	4	4	-3	5	3	3	-1	3.2	-2
32	O=C(O)CSC1=NC(=Nc2ccc(Cl)cc2)C2(CCCCC2)N1c1cccc(C(=O)O)c1	-4	-2	4	-7	-8	8	-3	1.0	8
33	Cc1nn(CC(=O)N2CCN(c3ccccc3)CC2)c(=O)c2ccccc12	0	1	-2	-1	10	3	-2	-1.2	2
34	FC(F)(F)c1cc(-c2ccco2)nc(N2CCN(Cc3ccccc3)CC2)n1	-5	0	0	0	-8	5	4	3.1	-4
35	COC(=O)C1CCN(C(=O)COC(=O)CNS(=O)(=O)c2ccc(SC)c([N+](=O)[O-])c2)CC1	2	6	-3	-5	5	8	-3	-1.2	4
36	O=C(CN1CCC(C(=O)c2ccc(Cl)cc2)CC1)NC1CCCC1	-3	-4	2	1	1	4	2	-0.3	-4
37	O=c1c2ccccc2sc2ccc(C#CC3(O)CCCCC3)cc12	-20	-6	-5	1	-3	-2	3	2.4	-19
38	O=C(O)CCN(CC(=O)c1ccc(Cl)cc1)S(=O)(=O)c1ccc([N+](=O)[O-])cc1	2	6	-2	4	1	1	0	·	2
39	COc1ccc(OCCN2CCN(C(=O)c3ccc(OC)c(OC)c3)CC2)cc1	2	4	-5	2	-3	-8	0	-0.2	-4
40	CCOC(=O)CSc1nc(C)cc(=O)[nH]1	-2	5	-1	0	-1	3	2	-0.4	-3
41	Cc1ccc(N2CC(C(=O)OCC(=O)c3ccc[nH]3)CC2=O)cc1 (configuration not stated)	1	5	-1	2	-5	2	0	2.8	-2
42	CC(C)Oc1ccc(Nc2ncnc3ccccc23)cc1	2	4	1	7	5	0	0	-0.7	10
43	COc1ccccc1NC(=O)c1sc2nc(C)cc(C)c2c1N	1	10	-1	11	3	0	-4	-1.5	4
44	COc1ccc(C(=O)CCC(C)(C)[N+](=O)[O-])cc1	-3	-1	-1	22	1	-3	4	-3.3	4
45	COC(=O)c1ccccc1NC(=O)CSc1nncn1-c1cccnc1	-2	20	-2	3	2	-1	0	-1.7	0
46	O=C1NC2(CCOc3ccccc32)C(=O)N1CC(=O)N(Cc1ccccc1)C1CCS(=O)(=O)C1 (configuration not stated)	-3	4	3	-11	-15	-1	1	0.6	2
47	O=c1c2cc(NC(=S)NCCN3CCCCCC3)ccc2nc2n1CCCCC2	-1	-4	7	3	8	0	-3	-2.0	-4
48	CCOC(=O)CN(C(=O)CSc1nnc2c(n1)[nH]c1ccccc12)c1ccccc1	-5	-11	-1	17	15	-6	1	1.2	-1
49	Cc1cc(C(=O)OCC(=O)N2CCc3ccccc32)ccc1[N+](=O)[O-]	·	·	2	2	6	2	·	·	-2
50	Cc1ccc(CCN2CC(C(=O)NCCc3ccccc3)CC2=O)cc1 (configuration not stated)	3	-1	-4	7	5	7	3	-2.0	-1
51	Fc1ccc(COc2ccccc2C(=S)N2CCCC2)cc1	-2	5	-6	8	9	8	-1	-0.1	4
52	Cn1c(SCC(=O)NC2CCCC2)nnc1-c1ccncc1	9	3	-1	-8	-5	-3	-3	-1.0	-2
53	Cc1cc(SCC(=O)Nc2ccccc2)n2ncc(-c3ccccc3)c2n1	-16	1	1	2	4	2	-2	0.2	-20
54	COC(=O)Cc1c(C)c2ccc(OCC(=O)c3ccc(OC)c(OC)c3)cc2oc1=O	-3	-6	1	1	-3	-1	-3	-0.8	-8
55	COC(=O)c1c(C)nc(C)c(C(=O)OC)c1-c1ccc(OC)cc1	1	6	0	0	-1	8	3	·	-6
56	CC(=O)OC1(C(F)(F)F)Oc2ccccc2NC1=O (configuration not stated)	-4	1	-2	7	11	6	-3	0.7	-11
57	N#C/C(=N\Nc1ccccc1F)C(=N)N1CCCCC1	-3	8	2	0	2	3	-2	-1.0	1
58	CC(C)(C)NC(=O)C(c1ccco1)N(C(=O)Cn1nnc(-c2ccc(F)cc2)n1)c1ccccc1F (configuration not stated)	3	16	0	3	4	4	1	1.5	8
59	O=C(CSc1ccc(-c2ccccn2)nn1)Nc1nccs1	-4	-4	-3	-2	6	2	-2	2.1	0
60	O=c1cc[nH]c2c(C(F)(F)F)cccc12	-2	-5	-1	4	3	6	-6	-1.9	-4

# (continued)
cpd	molecule	Fam108B inh	GSTO1 inh	PAD4 FP inh	Bcl-xL primary	MCL1 BIM primary	GLD-1 TGE inh	TPT1 inh	MEX-5 binding	PME-1 inh
61	COc1ccc(NC(=O)CSCC(=O)Nc2ccc(S(=O)(=O)N3CCCCC3)cc2)cc1	-3	-4	-2	3	-11	5	1	-0.9	5
62	Cc1ccc2[nH]c(C(F)(F)F)cc(=O)c2c1	2	-6	4	2	-5	5	1	-0.5	0
63	Oc1cccc(/C=N/Nc2nn3cnnc3c3ccccc23)c1	-5	-10	-6	-4	0	-2	2	-1.1	-14
64	O=C(Nc1nnc(CCS(=O)(=O)c2ccc3ccccc3c2)s1)c1ccc([N+](=O)[O-])cc1	0	7	-1	8	9	0	2	0.7	-1
65	O=c1c2c3nc4ccccc4nc3n(CC3CCCO3)c2ncn1CCc1ccccc1 (configuration not stated)	0	2	-4	4	0	3	-4	-0.8	-3
66	O=C1/C(=C/c2ccc(O)c([N+](=O)[O-])c2)SC(=S)N1Cc1ccccc1	15	-1	-7	-11	-9	-6	15	1.8	11
67	CCN(CC)C(=O)C1CCCN(c2ccc([N+](=O)[O-])cc2/C=N/NC(=O)c2cccc(Br)c2)C1 (configuration not stated)	-10	-14	-7	0	-2	-5	-3	0.0	-11
68	Cc1ccc(S(=O)(=O)N2CCCC(C(=O)NCc3ccccn3)C2)cc1 (configuration not stated)	-1	9	-9	5	-2	9	-2	0.2	1
69	COc1ccc(C/C(N)=N/OC(C)=O)cc1OC	0	-2	-3	14	15	0	-1	1.2	-1
70	C=CCn1c(Cc2nc3ccccc3[nH]2)n[nH]c1=S	-1	4	5	2	-7	-2	2	-51*	-2
71	Cc1cccc(N(C(=O)c2snc(C(N)=O)c2N)C(C(=O)NCC2CCCO2)c2ccc3ncccc3c2)c1 (configuration not stated)	1	6	-1	-1	-4	-2	4	1.4	-7
72	CC1(C)CC(=O)C2=C(C1)N(c1ccc(F)cc1)C(=O)NC2(C(F)(F)F)C(F)(F)F	0	5	-4	3	1	1	0	-0.8	0
73	CC(=O)Nc1ccc(S(=O)(=O)N2CCN(Cc3ccncc3)CC2)cc1	4	-5	-3	6	1	4	-2	-1.0	0
74	Cc1ccc(-n2nnnc2-c2cnc(N3CCCC3)nc2C(F)(F)F)cc1	0	-1	-4	6	1	2	-1	0.3	4
